PI5P4K alpha inh = PI5P4K alpha (human) kinase inhibition; P48426; hit rate 1.2% among 330,000; PI5P4Kalpha enzyme, ADP-Glo luminescence, 60 min; hits give low values; max response, %; active = max response of -50% or lower; inconclusive = between -30% and -50%; inactive = -30% or higher; note: value at the top dose of about 77 µM; % is set by controls: 0 for no effect and ±100 for the full control effect
Target sequence (P48426 whole entry, looked up): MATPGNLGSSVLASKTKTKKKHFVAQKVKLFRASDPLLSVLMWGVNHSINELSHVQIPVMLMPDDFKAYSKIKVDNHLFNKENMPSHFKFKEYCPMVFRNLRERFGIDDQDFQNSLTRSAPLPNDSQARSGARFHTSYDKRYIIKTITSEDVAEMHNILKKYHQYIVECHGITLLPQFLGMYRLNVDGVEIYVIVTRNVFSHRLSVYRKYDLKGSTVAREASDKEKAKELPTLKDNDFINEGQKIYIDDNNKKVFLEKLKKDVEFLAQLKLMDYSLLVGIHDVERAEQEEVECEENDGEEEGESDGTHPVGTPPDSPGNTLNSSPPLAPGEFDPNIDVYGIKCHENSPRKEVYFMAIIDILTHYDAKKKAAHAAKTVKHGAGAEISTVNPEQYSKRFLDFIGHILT
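qHTS, 1536-well: enzyme/substrate mix, compound by pin tool, 5 microM ATP final; RT 60 min; ADP-Glo reagents 1 (45 min) then 2 (30 min); luminescence.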
EPAC2 antag = EPAC2 (human) antagonism; EPAC2 GEF exchange of Rap1B-BODIPY-GDP, fluorescence; Q8WZA2; hit rate 0.18% among 360,000; Potency, µM (top dose mostly 114 µM), for inactives: at the highest dose activity, negative = inhibition, most hits filed as inhibitors; AID 720708; note: potency is the fitted concentration of half-maximal effect; % is set by controls: 0 for no effect and ±100 for the full control effect; nearly all actives have a fitted effect of over 45% in size; many of its hits are not listed in these tables
EPAC1 ag = EPAC1 (human) agonism | O95398 | EPAC1 agonist qHTS, biochemical assay; response scale: 100% = response to 6.5 mM cAMP | Potency, µM (highest dose often 154 µM), without a hit: top-dose activation, hits mostly activators | hit rate 0.073% among 360,000 | AID 720707; note: potency is the fitted concentration of half-maximal effect; nearly all actives have a fitted effect of over 60% in size
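Fluorescent GDP-exchange assay: 100 nM EPAC1 with 250 nM Rap1B preloaded with BODIPY-GDP and 50 uM GDP; compounds tested as concentration series, 5 min at room temperature, then read every 5 min for 30 min (ex 480/em 540 nm); normalized to 6.5 mM cAMP.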
MmCpn inh = M. maripaludis TRiC chaperonin inhibition; AID 504842; purified Mm-Cpn ATPase, ADP Transcreener TR-FRET; hit rate 0.031% among 330,000; Potency, µM (series often up to 76.9 µM), for inactives: at the top dose activity, negative = inhibition, most hits filed as inhibitors; note: potency is the fitted concentration of half-maximal effect; % is set by controls: 0 for no effect and ±100 for the full control effect; nearly all actives have a fitted effect of over 80% in size
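Quantitative HTS used 25 nM Mm-CPN and 10 uM ATP in magnesium/KCl Tris buffer, pH 7.4, with 1 mM DTT. Hydrolysis ran 30 min at 37°C; ADP was read by HTRF.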
EPAC1 antagonist = EPAC1 (human) antagonism. Potency, µM (titrated, usually from 115 µM), without a hit: at the highest dose activity change, negative = inhibition, hits mostly inhibitors. hit rate 0.14% among 360,000. EPAC1 GEF assay, Rap1b-BODIPY-GDP exchange fluorescence. O95398;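 note: potency is the fitted concentration of half-maximal effect; plate controls were vehicle for no effect and positive control for full effect; nearly all actives have a fitted effect of over 50% in size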
WRN inhibitor = WRN helicase (human) inhibition | Q14191 | WRN helicase unwinding, fluorescent forked duplex, kinetic | Potency, µM (top dose mostly 114 µM), inactives show top-dose activity change, negative = inhibition, hits mostly inhibitors | hit rate 0.46% among 360,000; note: potency is the fitted concentration of half-maximal effect; % is set by controls: 0 for no effect and ±100 for the full control effect; nearly all actives have a fitted effect of over 55% in size
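Fluorescence dequenching readout, ex 525 nm/em 598 nm, kinetic mode: forked duplex DNA (100 nM final) with adjacent fluorophore and quencher unwound by WRN (20 nM final) with 2 mM ATP. Compound preincubation 15 min, room temperature.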
CCT modulator = cytosolic chaperonin activity modulation; purified chaperonin ATPase assay, HTRF ADP detection, 30 min; activity change, % (concentration not given with the values), hits read low; hit rate 0.3% among 360,000; in the data active = activity change below about -30%; note: % is set by controls: 0 for no effect and ±100 for the full control effect
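TRiC at 40 or 20 nM final (batch-dependent) in 30 mM Tris pH 7.4, 100 mM KCl, 5 mM MgCl2, 1 mM DTT, with compound at single 76 uM and 10 uM ATP, 30 min at 37 deg C. ADP detected by HTRF Transcreener, 665/615 ratio.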
PLK1 PBD inh = inhibitors of human PLK1 polo-box domain binding. AID 720504. Potency, µM, inactives show max response, negative = inhibition, actives largely listed as inhibitors. P53350. hit rate 2.8% among 360,000. Plk1 PBD binding of FITC phosphopeptide, fluorescence polarization; note: potency is the fitted concentration of half-maximal effect; series mostly up to about 57 µM; % is set by controls: 0 for no effect and ±100 for the full control effect; nearly all actives have a fitted effect of over 65% in size
Target sequence (P53350 whole entry, looked up, the tested form may be a part): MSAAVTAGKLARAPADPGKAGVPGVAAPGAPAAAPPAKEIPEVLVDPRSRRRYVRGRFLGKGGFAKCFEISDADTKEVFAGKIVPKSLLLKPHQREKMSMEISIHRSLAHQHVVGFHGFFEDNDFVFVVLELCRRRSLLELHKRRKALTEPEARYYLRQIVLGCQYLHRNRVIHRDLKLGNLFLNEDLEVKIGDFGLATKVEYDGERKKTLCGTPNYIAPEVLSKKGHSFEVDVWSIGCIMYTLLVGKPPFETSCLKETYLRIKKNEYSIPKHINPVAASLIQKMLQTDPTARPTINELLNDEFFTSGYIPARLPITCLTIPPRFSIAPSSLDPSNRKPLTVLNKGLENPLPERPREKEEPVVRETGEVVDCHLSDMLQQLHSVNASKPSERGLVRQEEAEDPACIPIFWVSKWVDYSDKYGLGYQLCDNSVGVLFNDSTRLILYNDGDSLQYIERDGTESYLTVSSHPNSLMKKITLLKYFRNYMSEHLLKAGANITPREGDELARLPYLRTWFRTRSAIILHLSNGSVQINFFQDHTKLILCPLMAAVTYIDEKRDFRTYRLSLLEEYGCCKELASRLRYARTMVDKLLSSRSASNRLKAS
Starred values were filed as active, the others as inactive; ? = inconclusive; · = no result given; [ ] = remark or other dose. Unless noted, calls come from the whole dose curve; as a rule, active = well fitted curve in the direction sought with a large enough effect; inconclusive = small, poorly fitted or top-dose-only effect, or another doubt; inactive = no such curve, though single readings can be large; an effect the other way counts as inactive or inconclusive.

Compound,EPAC2 antag,EPAC1 ag,PI5P4K alpha inh,EPAC1 antagonist,MmCpn inh,WRN inhibitor,PLK1 PBD inh,CCT modulator
COc1ccc(Cn2nnnc2CN2CCC(c3nc4ccccc4s3)CC2)cc1,-11%,16%,·,-19%,1%,-17%,-11%,-0.6
Cc1ccc(-c2nnn(CC(=O)N(Cc3cccs3)C(C(=O)NCC3CCCO3)c3ccco3)n2)o1 (stereo not given),4%,1%,-12,-1%,-4%,0%,-4%,-1.1
CCOC(=O)CCCCCCCCC(=O)Nc1ccc(-n2[nH]c(=O)cc2C)cc1,-5%,0%,20,-8%,·,-1%,-12%,-3.0
CN1C(C(=O)N2CCc3ccccc3C2)=CC(c2ccc(F)cc2)=NS1(=O)=O,5%,-3%,-8,9%,1%,1%,-2%,0.0
Cc1ccccc1NC(=O)NCCc1c[nH]c2ccccc12,-15%,11%,4,6%,2%[15.4 µM],12%,-12%,-0.2
CCCC#Cc1cnc2c(c1)C(=O)N([C@H](C)CO)C[C@@H](C)[C@@H](CN(C)C(=O)Nc1cccc(F)c1)O2,3%,-3%,1,1%,·,2%,-20%,-0.9
C/C(=N\NC(=O)c1ccncc1)c1ccc(N2CCOCC2)cc1,-10%,11%,0,-8%,1%,0%,-24%,-2.6
CCCNNC(=O)C(O)(c1ccccc1)c1ccccc1,-9%,1%,0,-26%,-3%,-3%,-8%,-0.3
Clc1ccc(CSc2ncnc3c2ncn3C2CCCCO2)cc1 (stereo not given),-16%,16%,2,0%,·,-5%,5%,1.1
Cc1nc(-c2nnc(SCC(=O)Nc3cc(C(F)(F)F)cc(C(F)(F)F)c3)n2C)cs1,3%,-5%,0,-7%,-5%,11%,-3%,0.5
Cc1ccc2c(c1)nc(NCCO)n2C,10%,-6%,0,12%,-1%,11%,1%,1.2
COc1ccc2c(c1)C1C=CCC1C(c1cc3c(cc1Br)OCO3)N2 (stereo not given),-2%,6%,·,-3%,-1%,-6%,-7%,-1.6
CN(C(=O)c1cccc(NC(=O)Cc2ccc(NC(=O)C3CCCN(S(=O)(=O)c4cccc([N+](=O)[O-])c4)C3)cc2)c1)C1CCC1 (stereo not given),9%,0%,3,-8%,·,-1%,-9%,0.2
COc1ccccc1OCCC(=O)OCC(=O)Nc1cc(S(=O)(=O)N2CCOCC2)ccc1Cl,-1%,-7%,1,-28%,1%,-5%,-6%,1.1
CC1(C(=O)NS(=O)(=O)c2cccs2)CCN1C(=O)CC1CC1 (stereo not given),2%,-5%,0,-3%,·,8%,-8%,-1.7
CCn1c(SC)nnc1C1CCN(S(=O)(=O)c2ccc(OC)cc2)CC1,-1%,0%,2,-28%,0%,-1%,-19%,-8.2
COc1ccccc1N1CCN(C2CCN(S(=O)(=O)c3ccc(NC(C)=O)cc3)CC2)CC1,-1%,9%,-1,-3%,3%,4%,1%,-0.7
Cc1ccc(N2C(=O)c3ccccc3C2C(=O)c2cc(C)ccc2O)cc1 (stereo not given),-25%,9%,4,-2%,-1%,-7%,-5%,-2.0
O=C1CCCc2ccccc2N1Cc1ccc(Cl)cc1Cl,-12%,?,13,3%,2%,-7%,-3%,-2.5
Cn1ccnc1C1CCCCN1Cc1nc(-c2ccc(Cl)cc2)no1 (stereo not given),0%,4%,-4,4%,-2%,6%,-7%,-1.5
COc1cc(-c2cc(NC(C)=O)c3ncc(-c4ccccc4)n3c2)cc(OC)c1OC,-30%,-11%,0,-26%,·,-9%,-23%,-1.3
COc1ccc(NCc2ccc3c(c2)OCO3)cc1Cl,-7%,25%,·,-6%,0%,-6%[57.1 µM],-11%,-0.6
COc1cc(C(=S)NCc2ccccc2)cc(Br)c1O,-10%,-5%,?,-15%,-2%,?,4.2µM*,-3.2
Cc1cc(CN2C(=O)c3ccccc3C2=O)no1,-5%,6%,5,3%,0%,-7%[57.1 µM],-1%,-0.2
COc1cc2c(=O)n(Cc3ccccc3)c(=O)n(CC(=O)NCc3ccco3)c2cc1OC,2%,8%,1,-5%,-2%,-5%,-2%,3.7
O=C(O)CS(=O)(=O)c1ccc(Oc2ccc(S(=O)(=O)CC(=O)O)cc2)cc1,0%,4%,·,2%,2%,6%,-1%,0.1
N#CCN1CCCC(C(N)=O)C1 (stereo not given),4%,-20%,-3,-8%,1%,3%,2%,-1.4
CCN1CCCC1CNCc1ccc(Cl)cc1Cl (stereo not given),-3%,10%,·,9%,-1%,-1%,-6%,-0.8
Cn1cccc1C(=O)OCC(=O)NCc1ccc2c(c1)OCO2,3%,0%,-26,-12%,2%,-4%,-1%,0.1
COc1ccc(C(=O)CN2CCN(c3ccc(Cl)cc3)CC2)cc1OC,-12%,6%,-1,-14%,0%,-4%[57.1 µM],-16%,0.7
CCCCC(CC)CNC(=O)Cn1c(=O)[nH]c2ccsc2c1=O (stereo not given),2%,1%,2,-16%,3%,-3%,-4%,-1.2
COc1ccc(OCCCC(=O)Nc2cccc(SC)c2)cc1,-5%,-1%,0,-16%,0%,-26%,-11%,-1.2
O=C(CSc1ncccn1)NC1CCS(=O)(=O)C1 (stereo not given),7%,2%,9,-9%,0%,2%,-2%,1.3
C/C=C/c1ccc(OCCN2CCc3ccccc3C2)c(OC)c1,-6%,-2%,1,-1%,1%,-8%,-1%,-1.2
CCOC(=O)c1ccc2nc(NC(NC(C)=O)(C(=O)OC)C(F)(F)F)sc2c1 (stereo not given),-6%,9%,·,0%,1%,1%,-7%,-1.8
Cc1cc(NC(=O)CCN2C(=O)/C(=C\c3ccccc3)SC2=S)no1,3%,-1%,-2,2%,-1%,-3%,0%,-3.2
CCOC(=O)CCCNC(=O)CCNC(=O)c1ccc(OCC)cc1,-4%,5%,·,12%,0%,-6%,-1%,-2.3
COc1ccc(C(=O)N2CCC(n3nnc4cc(F)ccc43)CC2)cc1OC,-4%,7%,10,-16%,5%,-9%[57.1 µM],-1%,-3.4
COc1ccc(C2=NN(C(=O)c3ccco3)C(c3ccco3)C2)cc1OC (stereo not given),-8%,1%,-6,-8%,-1%,-26%,-11%,0.7
Cc1ccc(-n2[nH]c(C)c(/C=N/N3C(=O)c4cccc5cccc(c45)C3=O)c2=O)cc1,-4%,-3%,-9,-25%,1%,-7%,-9%,-2.4
COc1cc(C(=O)NC(C)Cc2cccs2)cc(OC)c1OC (stereo not given),-8%,6%,-1,-7%,0%,1%,-23%,1.4
CCc1ccc(NC(=O)CN(c2ccc3c(c2)OCO3)S(=O)(=O)c2c(C)noc2C)cc1,6%,-26%,6,-3%,-2%,1%,-4%,-1.1
NC(=O)c1cnn(-c2cccc(Cl)c2)c1N,2%,-2%,7,-4%,3%,-3%,-1%,0.2
COCCN(C(=O)CSc1nnc(-c2ccco2)n1C)c1c(N)n(CC(C)C)c(=O)[nH]c1=O,1%,8%,1,-6%,1%,4%,-13%,0.4
CCOC(=O)C(=CNc1ncccc1C)C(=O)OCC,-1%,7%,·,6%,-1%,-3%,0%,2.0
COc1ccc(C2CC(c3ccccc3)=NN2C(=O)COC(=O)c2cccc(S(=O)(=O)N(C)C)c2)cc1 (stereo not given),-1%,11%,-6,-11%,?,-2%,-15%,0.1
COc1cc(NS(=O)(=O)c2ccc(NC(=O)c3ccco3)cc2)nc(OC)n1,-1%,4%,·,3%,-1%,-6%,-7%,-0.5
O=C(O)CSc1ccccn1,9%,2%,3,5%,3%,-3%,-24%,-2.3
CSCc1ccc(C(=O)NCc2ccc(C)cc2)cc1,6%,-3%,-2,11%,3%,9%,-4%,-1.7
O=C(CNC(=O)c1ccc(Cl)cc1)OCN1C(=O)c2ccccc2C1=O,-3%,13%,-1,4%,2%,-14%,-14%,-2.4
COc1ccccc1-c1cc(NC=O)c2ncc(-c3ccc(F)cc3)n2c1,-5%,-5%,-5,-8%,·,-21%[57.1 µM],-11%,0.1
CCNC(=O)C1(C)CCCN1C(=O)c1cc(C)on1 (stereo not given),24%,9%,2,-14%,·,-7%,-18%,-1.6
CCOc1ccc(CCNC(=O)CS(=O)(=O)Cc2nc(-c3ccc(OC)cc3)oc2C)cc1,18%,0%,1,-7%,-2%,6%,-11%,-0.6
O=C(CCc1nc2sc3c(c2c(=O)[nH]1)CCCC3)Nc1ccccc1Cl,-4%,11%,?,-2%,-1%,?,-17%,1.1
Cc1ccccc1-n1nc2c(c1NC(=O)c1c(-c3ccccc3Cl)noc1C)CSC2,-1%,10%,·,4%,0%,-13%,-11%,-6.7
O=C(CCNC(=O)c1ccc([N+](=O)[O-])cc1)NNC(=O)c1ccccc1F,7%,11%,4,-8%,-2%,-3%,2%,3.4
CCOC(=O)[C@H]1[C@H]2COc3ccc(C)cc3[C@@H]2N2C(=O)CN(C)C(=O)[C@@]12C,1%,6%,-1,-6%,·,-1%,-6%,0.5
CCOc1ccc(CN(C)CC(=O)Nc2cccc(S(=O)(=O)N(C)c3ccccc3)c2)cc1,-11%,8%,28,-16%,-1%,-6%,11%,1.5
CSCCC(C(=O)OC1CCOC1=O)N1C(=O)c2ccccc2C1=O (stereo not given),-2%,1%,-27,-12%,-2%,?,-3%,-2.0
O=C(Nc1cc(S(=O)(=O)N2CCOCC2)ccc1OCC(F)(F)F)C1=COCCO1,-9%,-13%,7,-16%,0%,-6%,0%,0.5

The results go on.
Compound,EPAC2 antag,EPAC1 ag,PI5P4K alpha inh,EPAC1 antagonist,MmCpn inh,WRN inhibitor,PLK1 PBD inh,CCT modulator
Cn1nc(C(F)(F)F)c2cc(C(=O)Nc3ccc(F)cc3)sc21,-9%,-2%,-1,-17%,5%,-3%,1%,2.6
O=C(NCc1ccccc1Cl)C1CCN(C(=O)c2sccc2-n2cccc2)CC1,-6%,-3%,2,2%,5%,-3%,-1%,-0.6
C[C@@H]1CN([C@H](C)CO)C(=O)CCCn2nncc2CO[C@H]1CN(C)Cc1ccc2cccnc2c1,10%,-8%,-4,-1%,·,-9%,-12%,-1.6
S=C1NC2(CCCC2)Nc2ccccc21,0%,1%,1,3%,-2%,6%,-7%,-1.4

Screening results as filed in PubChem.

Some of the compounds tested; count on the stated rates, not on these rows.
